Compound activity: PubChem, National Center for Advancing Translational Sciences (NCATS)
A549 viability: Nrf2 qHTS screen for inhibitors: counterscreen for cytotoxicity; A549 ARE-Fluc cells, CellTiter-Fluor viability, 18-24 h; 390,000 compounds, 0.16% hits; Potency, µM (titrated, usually from 46 µM), for the others: top-dose activity change, negative = cytotoxicity, most hits filed as inhibitors; further: potency means the concentration at half of the fitted maximal effect; on the % scale 0 is the no-effect control and ±100 the full control effect
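A549 ARE_Fluc cells in 5% FBS OPTI-MEM were exposed to compounds in concentration-response for 18-24 h at 37 deg C. Viability was read by CellTiter-Fluor fluorescence (Ex 405/Em 525) after 30 min, before the luciferase read.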
Nrf2 inh: Nrf2 qHTS screen for inhibitors; Potency, µM (highest dose often 46 µM), without a hit: top-dose activity change, negative = inhibition, most hits filed as inhibitors; AID 504444, 2011; 360,000 compounds, 2.1% hits; A549 ARE-Fluc reporter, luciferase luminescence, 18-24 h; further: potency means the concentration at half of the fitted maximal effect; on the % scale 0 is the no-effect control and ±100 the full control effect; nearly all actives have a fitted effect of over 60% in size
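Reporter: ARE-Fluc in A549. Exposure: 18-24 h, 37 °C, 5% CO2, 5% FBS OPTI-MEM. Readouts: fluorescent cytotoxicity (CellTiter-Fluor), then luminescent Nrf2 signal after BugLite.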
IL-2 act: qHTS of IL-2 Activators; IL-2 activation reporter assay, cell-based qHTS; stimulated with anti-CD3/CD4/CD28 beads; in transgenic mouse T cells; activation, % (series mostly up to about 46 µM); 360,000 compounds, 0.065% hits; AID 652025, 2013; in the data active means activation above about 50%; inconclusive means mostly about 30% to 49%; further: 0% is about no effect
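Unstimulated transgenic mouse T cells, 750 per well, received compound and, after 60 minutes, anti-CD3/anti-CD4 bead plus anti-CD28 stimulation. EGFP and DsRed were quantified after 18 hours.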
HepG2 viability: qHTS for Inhibitors of TGF-b: Cytotox Counterscreen | HepG2 CAGA-GFP viability, ATP luminescence, 18 h | Potency, µM (doses to about 46.1 µM), for inactives: at the top dose activity change, negative = cytotoxicity, most hits filed as cytotoxic | 410,000 compounds, 0.76% hits | AID 588856, 2011; further: potency means the concentration at half of the fitted maximal effect; some results filed as inactive show a strong effect at the top dose
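CellTiter-Glo luminescence gave cytotoxicity after 18 hours at 37 degrees C. The cells were HepG2 CAGA-GFP in 1% FBS DMEM, stimulated with 500 pg/mL TGF-beta after compound addition. %Activity was normalised to no-cell wells (complete cell-killing) and DMSO (no toxicity), and curves were fitted and classified.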
S2 tox: Viability Counterscreen for Primary qHTS for Inhibitors of ATXN expression; AID 651635, 2014; S2 cells (HEK-293 line with an ATXN2-luciferase reporter) viability, CellTiter-Fluor protease fluorescence, 24 h; Potency, µM (series often up to 56.7 µM), actives largely listed as cytotoxic; 400,000 compounds, 0.49% hits; further: potency means the concentration at half of the fitted maximal effect; nearly all actives have a fitted effect of over 40% in size
Nrf2 ARE act: qHTS of Nrf2 Activators; AREc32 ARE-luciferase reporter (MCF7-derived line), luminescence, 24 h; Potency, µM (series often up to 46.1 µM), inactives show at the highest dose activation, usual class: activators; 410,000 compounds, 0.31% hits; further: potency means the concentration at half of the fitted maximal effect; % of control where 0% means no effect; nearly all actives have a fitted effect of over 65% in size
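Each well held 1000 AREc32 cells, which were incubated with compound for 24 hr at 37 deg C after overnight attachment, and ARE reporter activity was quantified by firefly luciferase luminescence.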
TGFb inhibitor: qHTS for Inhibitors of TGF-b; Potency, µM (highest dose often 46.1 µM), inactives show at the top dose activity, negative = inhibition, actives largely listed as inhibitors; HepG2 CAGA-GFP TGF-b/SMAD3 reporter, GFP fluorescence, 18 h; TGF-beta stimulated, 500 pg/mL final; 410,000 compounds, 1.2% hits; further: potency means the concentration at half of the fitted maximal effect; on the % scale 0 is the no-effect control and ±100 the full control effect; nearly all actives have a fitted effect of over 65% in size
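GFP signal (ex488/em500-530) from TGF-beta-stimulated HEPG2 CAGA-GFP cells, 500 pg/mL final, 18 h at 37 degrees C in DMEM plus 1% FBS, normalized to unstimulated and DMSO-stimulated controls.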
EPAC2 agonist: qHTS for Agonist of cAMP-regulated guanine nucleotide exchange factor 4 (EPAC2): primary screen. EPAC2 activation, biochemical qHTS; response scale: 100% = 6.5 mM cAMP response. Potency, µM (doses to about 154 µM), for inactives: at the highest dose activation, most hits filed as activators. 360,000 compounds, 0.079% hits. AID 720711, 2013; further: potency means the concentration at half of the fitted maximal effect; nearly all actives have a fitted effect of over 50% in size
Target sequence (Q8WZA2 whole entry, looked up): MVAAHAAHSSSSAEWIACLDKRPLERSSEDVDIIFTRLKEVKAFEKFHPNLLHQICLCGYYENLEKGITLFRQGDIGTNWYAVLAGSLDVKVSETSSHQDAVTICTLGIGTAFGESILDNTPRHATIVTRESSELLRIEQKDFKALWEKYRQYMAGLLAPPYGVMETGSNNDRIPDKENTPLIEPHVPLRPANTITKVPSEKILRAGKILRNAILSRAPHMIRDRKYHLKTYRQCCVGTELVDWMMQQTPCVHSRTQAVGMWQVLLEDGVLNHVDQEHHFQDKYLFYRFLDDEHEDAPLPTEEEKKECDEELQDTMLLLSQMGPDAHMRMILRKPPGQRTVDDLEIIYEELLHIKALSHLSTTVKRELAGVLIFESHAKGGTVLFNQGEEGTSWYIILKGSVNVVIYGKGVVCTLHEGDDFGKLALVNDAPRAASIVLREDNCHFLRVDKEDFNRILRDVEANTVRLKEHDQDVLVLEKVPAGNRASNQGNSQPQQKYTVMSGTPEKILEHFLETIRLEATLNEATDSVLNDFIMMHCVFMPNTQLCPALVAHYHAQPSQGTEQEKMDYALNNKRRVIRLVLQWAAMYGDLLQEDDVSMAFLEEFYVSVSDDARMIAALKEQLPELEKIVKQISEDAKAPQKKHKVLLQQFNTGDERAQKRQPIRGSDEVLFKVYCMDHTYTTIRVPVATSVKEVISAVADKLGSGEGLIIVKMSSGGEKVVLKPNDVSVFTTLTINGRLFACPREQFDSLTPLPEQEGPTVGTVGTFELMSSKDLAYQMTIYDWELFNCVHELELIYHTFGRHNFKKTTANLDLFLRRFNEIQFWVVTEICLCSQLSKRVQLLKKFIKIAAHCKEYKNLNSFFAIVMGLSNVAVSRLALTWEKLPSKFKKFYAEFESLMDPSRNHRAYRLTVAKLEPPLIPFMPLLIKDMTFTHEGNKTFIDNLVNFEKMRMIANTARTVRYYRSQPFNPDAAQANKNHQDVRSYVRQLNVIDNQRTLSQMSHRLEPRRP
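Readout is BODIPY fluorescence (480 nm excitation, 540 nm emission), which falls as labeled GDP is exchanged off Rap1B. EPAC2 at 100 nM acted on 250 nM RAP1B-BODIPY-GDP with 50 uM GDP present.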
ATXN2 expr inh: Primary qHTS for Inhibitors of ATXN expression. HEK-293 ATXN2-luciferase reporter, luminescence, 24 h. Potency, µM (doses to about 57 µM), without a hit: at the highest dose activity change, negative = inhibition, actives largely listed as inhibitors. 360,000 compounds, 0.72% hits; further: potency means the concentration at half of the fitted maximal effect; on the % scale 0 is the no-effect control and ±100 the full control effect; nearly all actives have a fitted effect of over 55% in size
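qHTS (up to 57 uM final) was run with 24 h compound exposure of reporter cells at 37 °C. Each well was multiplexed: SteadyGlo luminescence measured ATXN2-luciferase expression after a fluorogenic Gly-Phe-AFC viability readout (25 uM final).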
* = called active by the depositor; i = inactive; ? = inconclusive; / = not tested or not shown; & = joins results of further samples; [ ] = remark or other dose. Unless noted, the call rests on the fitted dose curve; in most records, active means well fitted curve in the direction sought with a large enough effect; inconclusive means small, poorly fitted or top-dose-only effect, or another doubt; inactive means no such curve, though single readings can be large; an effect the other way counts as inactive or inconclusive.

entry	Structure	A549 viability	Nrf2 inh	IL-2 act	HepG2 viability	S2 tox	Nrf2 ARE act	TGFb inhibitor	EPAC2 agonist	ATXN2 expr inh
1	CCOC1=C2CN(S(=O)(=O)c3ccc(C)cc3)[C@H](c3ccccc3)C[C@@H]2N(S(=O)(=O)c2ccc(C)cc2)[C@H](c2cccc(C)c2)C1	/	/	1.3	-28%	i	-1.4%	?	0%	8%
2	CCN(CC)C(=O)c1sc(N)c(C(=O)OC(C)C)c1C	6%	-9%	-1.2	0%	i	-0.8%	1%	0%	-6%
3	CCOC(=O)CSc1ccc(C(=O)N2CCN(C)CC2)cc1[N+](=O)[O-]	-14%	-10%	-0.5	-4%	i	0.5%	1%	-7%	-15%
4	CC(C)Oc1ccc(C(=O)N2CCCC2C(=O)O)cc1 (stereo not given)	-6%	-12%	0.4	-1%	i	-0.4%	2%	12%	-4%
5	CCOc1ccc(-c2[nH]ncc2-c2ccc(OC)c(OC)c2)c(O)c1	?	?	-1.5	-9%	?	0.9%	-2%	6%	-20%
6	CCOC(=O)N1CCN(CC(=O)c2ccc(O)c(C)c2O)CC1	1%	-1%	2.0	-6%	i	0.4%	4%	6%	/
7	COc1ccc(C(=O)Nc2nnc(S(=O)(=O)N3CCC(C)CC3)s2)cc1OC	5%&7%	?	-0.7	-9%&-5%	i	-0.3%&1.0%	11%&-12%	-8%	-5%&11%
8	CC(=O)c1cccc(NC(=O)Cn2nc(C(F)(F)F)c3c2CCC3)c1	-6%	3%	/	-10%	i	-0.5%	-28%	/	-11%
9	CC(C)(C)c1cc(NC(=O)CCSc2nnc3ccccn23)cc(C(C)(C)C)c1	?	?	-2.2	-9%	i	-0.1%	13%	-27%	?
10	COc1cccc(-c2cnc(OC(C)(C)C)nc2OC(C)(C)C)c1	17%	4%	-1.9	-4%	i	-0.3%	0%	5%	13%
11	N/C(=N\OC(=O)N1CCOCC1)c1ccccc1	-16%	?	-0.1	-41%	i	11%	-7%	1%	1%
12	COC(=O)C(C(=O)NCC1CCCO1)C1CCCCCC1 (stereo not given)	-6%	/	3.3	1%	?	0.1%	14%	-1%	-2%
13	COc1cccc(CNC(=O)c2nnn(-c3ccc(OC(F)(F)F)cc3)c2N)c1	-7%	?	-1.5	2%	/	-0.6%	?	-3%	/
14	COc1ccc(N2CCN(C(=O)c3ccc(C)c(NC(=O)c4ccco4)c3)CC2)cc1	-2%	-14%	-1.6	16%	i	-0.8%	-2%	9%	1%
15	Cc1ccc(NC(=O)c2cc(N3C(=O)C4CCCCC4C3=O)ccc2N2CCOCC2)cc1 (stereo not given)	-7%	11%	0.1	-1%	i	0.6%	6%	16%	-34%
16	COc1ccccc1OCC(=O)NCCSCc1cccc(Cl)c1	10%	-8%	1.6	-25%	i	-0.5%	-1%	6%	0%
17	CCOC(=O)C1(C(=O)O)NC(=O)CC1c1ccccc1 (stereo not given)	0%	1%	-1.5	1%	i	-0.2%	1%	9%	4%
18	COc1ccc(N2CCN(C(=S)NCCc3ccccc3)CC2)cc1	2%	11%	0.5	-1%	i	0.5%	0%	-9%	-4%
19	COc1ccc(NC(=O)COC(=O)c2n[nH]c3ccccc23)c(OC)c1	0%	3%	1.4	-13%	/	5.5%	-6%	7%	/
20	COc1ccc(NC(=O)CN(C)C(=O)c2cn(-c3ccccc3)nc2-c2ccc(OC)cc2)cc1	5%	-8%	1.7	-25%	i	0.4%	0%	15%	/
21	C=CC[C@@H](CC(=O)N[C@H](CO)Cc1ccccc1)C(=O)N[C@H](COC(=O)[C@@H](CC=C)CC(=O)OC(C)(C)C)Cc1ccccc1	-18%	1%	1.0	-18%	i	5.7%	3%	-12%	-22%
22	COc1ccc(-c2cccc(C3CC=CC4C3C(=O)N(Cc3ccccc3)C4c3ccc(C(F)(F)F)cc3)c2)cc1 (stereo not given)	-3%&-3%	-2%&-9%	-0.5	-8%&0%	?	-0.3%	-13%&-1%	-4%	1%
23	O=C(Cc1cn2ccsc2n1)OCc1nc2ccccc2s1	8%	/	1.0	-4%	i	-1.0%	10%	6%	-22%
24	CC(C)C(=O)Nc1c(-c2cccc(Cl)c2)c(=O)c2ccccc2n1C	-4%	-8%	-1.7	-11%	i	-0.3%	2%	7%	/
25	COc1ccc(C2CCCN2C(=S)Nc2cccc(C)c2)cc1OC (stereo not given)	3%	-12%	-0.2	8%	i	-0.1%	-19%	8%	-4%
26	O=c1c(CN2CCN(Cc3ccccc3F)C(CCO)C2)coc2ccccc12 (stereo not given)	2%	3%	3.2	8%	i	4.3%	1%	-1%	5%
27	CS(=O)(=O)N(CC(=O)NCCSCc1ccco1)c1ccc2c(c1)OCO2	5%	-2%	-2.4	11%	i	-0.7%[9.22 µM]	8%	6%	-1%
28	COc1ccc(-c2nn(-c3ccccc3)cc2CNC(=O)c2cccc([N+](=O)[O-])c2)cc1	-10%	?	-3.5	18%	i	3.2%	-8%	6%	-16%[11.3 µM]
29	Cc1cc(NC(=O)Nc2ccc(Cl)cc2)n(C)n1	-2%	9%	2.2	1%	i	1.8%	-21%	1%	3%
30	CC1(C(=O)N2Cc3ccccc3C2)CCN1C(=O)Cc1ccccc1 (stereo not given)	/	/	0.8	-32%	i	-1.1%	-2%	8%	-2%

Single records (already shown):
CC(C)(C)c1cc(NC(=O)CCSc2nnc3ccccn23)cc(C(C)(C)C)c1 across the screens: A549 viability = ?; Nrf2 inh = ?; IL-2 act = -2.2; HepG2 viability = -9%; S2 tox = i; Nrf2 ARE act = -0.1%; TGFb inhibitor = 13%; EPAC2 agonist = -27%; ATXN2 expr inh = ?
COc1ccc(C(=O)Nc2nnc(S(=O)(=O)N3CCC(C)CC3)s2)cc1OC across the screens: A549 viability = 5%&7%; Nrf2 inh = ?; IL-2 act = -0.7; HepG2 viability = -9%&-5%; S2 tox = i; Nrf2 ARE act = -0.3%&1.0%; TGFb inhibitor = 11%&-12%; EPAC2 agonist = -8%; ATXN2 expr inh = -5%&11%

New compounds follow:
entry	Structure	A549 viability	Nrf2 inh	IL-2 act	HepG2 viability	S2 tox	Nrf2 ARE act	TGFb inhibitor	EPAC2 agonist	ATXN2 expr inh
31	CC1CCCC(C)N1C(=O)CSCc1ccc(Cl)cc1 (stereo not given)	-5%	-16%	-0.7	-25%	i	-0.1%	-3%	8%	9%
32	CC(=O)Nc1ccc(S(=O)(=O)N2CCc3cc4c(cc3C2C)OCCCO4)cc1 (stereo not given)	1%	-15%	-1.0	-9%	i	1.5%	-28%	-4%	-9%
33	NS(=O)(=O)c1ccc(NC(=O)c2ccc3c(c2)CCCC3)cc1	-5%	-10%	-1.0	0%	i	4.1%	0%	8%	/
34	COCCn1c(=O)[nH]c2cc(C(=O)N3CCN(c4ccccc4)CC3)ccc2c1=O	2%&1%	-4%	0.0	-27%&-10%	i	-0.3%&0.3%	-6%&-6%	11%	-16%&15%
35	N=c1c2c(-c3ccccc3)c(-c3ccccc3)oc2ncn1CCCN1CCOCC1	-18%	-12%	-2.2	-58%	?	0.6%	-29%	-4%	?
36	CC(=O)Nc1ccc(C23CC4CC(CC(C4)C2)C3)cc1	0%	-10%	-0.5	-34%	i	-0.6%	-26%	9%	/
37	O=C(C1CC(=O)N(c2ccc3c(c2)OCCO3)C1)N1CCN(S(=O)(=O)c2ccc(F)cc2)CC1 (stereo not given)	0%	-17%	0.5	-21%	?	-0.7%	-18%	6%	-15%
38	O=c1[nH]c(/C=C\c2ccc(O)c(Cl)c2)nc(O)c1[N+](=O)[O-]	?	7%	-2.0	5%	?	-0.1%	1%	1%	1%
39	COc1ccc(-n2nc(C(=O)NCC(=O)N3CCN(Cc4ccccc4)CC3)c3ccccc3c2=O)cc1	-6%	1%	0.1	-51%	?	0.0%	-1%	19%	-6%
40	CN(C)c1nc(-c2ccccc2)c2cnn(Cc3ccccc3)c2n1	4%	-13%	-1.1	-32%	i	0.3%	-14%	4%	-16%
41	COCCn1c(SCC(=O)N2CCCc3ccccc32)nc2c(c1=O)SC(C)C2 (stereo not given)	-5%	-7%	0.2	-15%	i	2.6%	-28%	-1%	-14%
42	CNC(=S)N(Cc1ccco1)Cc1cc2cc(OC)ccc2[nH]c1=O	-8%	-12%	0.0	0%	i	3.4%	6%	13%	-29%
43	CN(c1ccccc1)S(=O)(=O)c1ccc(C(=O)N2CCN(c3ccccc3)CC2)cc1	/	/	-0.8	8%	i	-1.3%	4%	7%	/
44	CCCOC(=O)c1c(N)sc2c1CCC2	0%	-8%	-2.0	-16%	i	0.9%	?	1%	?
45	COc1cccc(-c2nnc(SCC(=O)N3CC(C)CC(C)C3)o2)c1 (stereo not given)	4%	-21%	-3.9	-24%	i	-0.4%	-1%	22%	-11%
46	Clc1ccc(N=C2SCC3CCCCN23)cc1 (stereo not given)	4%	?	-0.4	-17%	i	4.0%	0%	19%	57%[activator]

Gathered by group, those above with a tert-butyl group (3)
entry	Structure	A549 viability	Nrf2 inh	IL-2 act	HepG2 viability	S2 tox	Nrf2 ARE act	TGFb inhibitor	EPAC2 agonist	ATXN2 expr inh
9	CC(C)(C)c1cc(NC(=O)CCSc2nnc3ccccn23)cc(C(C)(C)C)c1	?	?	-2.2	-9%	i	-0.1%	13%	-27%	?
10	COc1cccc(-c2cnc(OC(C)(C)C)nc2OC(C)(C)C)c1	17%	4%	-1.9	-4%	i	-0.3%	0%	5%	13%
21	C=CC[C@@H](CC(=O)N[C@H](CO)Cc1ccccc1)C(=O)N[C@H](COC(=O)[C@@H](CC=C)CC(=O)OC(C)(C)C)Cc1ccccc1	-18%	1%	1.0	-18%	i	5.7%	3%	-12%	-22%
